# Screening results: PubChem, several laboratories
# aDG glyco act – increases alpha dystroglycan glycosylation; Pro5-aDG cells, alpha-DG glycosylation AlphaScreen (IIH6); 0% Pro5, 100% B10-LARGE cell signal; activation, % at 10 µM; actives 0.22% (n = 360,000);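 active = activation of at least 8% versus controls, or a plate z-score of at least 8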;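 also: Pro5 are CHO cells carrying HIG-tagged alpha-DG that lacks glycosylation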
# MITF TRPM1 inh – reduces MITF-dependent TRPM1 promoter luciferase signal. inhibition, % at 12.5 µM. actives 0.83% (n = 330,000). SK-MEL-5 TRPM1 promoter luciferase, 24 h;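 active = mean inhibition across replicates of 60% or more, whatever share of single replicates reaches that level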; also: values of inactives mirror those of a sister screen read the other way
# PDI turbidity – blocks human protein disulfide isomerase activity; P07237; PDI insulin aggregation turbidity, A650, 90 min; inhibition, % at 10 µM; actives 0.052% (n = 350,000);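 active = mean inhibition across replicates of 30% or more, whatever share of single replicates reach that level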;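 also: absorbance from insulin aggregation driven by PDI reduction with DTT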
# Target sequence (P07237 whole entry, looked up): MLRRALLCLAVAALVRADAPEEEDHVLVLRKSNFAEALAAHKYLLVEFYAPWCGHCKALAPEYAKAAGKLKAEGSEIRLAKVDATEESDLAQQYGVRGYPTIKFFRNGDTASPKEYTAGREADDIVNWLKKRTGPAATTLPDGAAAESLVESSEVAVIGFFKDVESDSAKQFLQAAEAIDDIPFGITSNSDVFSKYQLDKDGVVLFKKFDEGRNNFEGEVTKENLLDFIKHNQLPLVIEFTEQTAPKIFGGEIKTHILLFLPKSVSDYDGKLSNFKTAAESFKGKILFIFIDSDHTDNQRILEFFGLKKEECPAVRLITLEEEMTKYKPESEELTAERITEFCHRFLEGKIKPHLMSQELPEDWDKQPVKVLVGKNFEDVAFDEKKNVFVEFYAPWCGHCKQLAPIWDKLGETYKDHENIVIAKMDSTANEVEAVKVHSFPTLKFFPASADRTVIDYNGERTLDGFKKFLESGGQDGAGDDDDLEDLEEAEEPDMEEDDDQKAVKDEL
# NR2E3 ag-1 – NR2E3 (human) agonism; Q9Y5X4; GST-NR2E3/biotin-RetCOR TR-FRET, 1536-well; inhibition of corepressor binding, % at 4.78 µM; actives 0.12% (n = 320,000); AID 2300;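 active = percent inhibition above the cutoff of mean plus 3 SD of all tested compounds, set per screening campaign, cut at about 20% in these data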;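 also: 0% = DMSO wells and 100% = biotin wells as full block of FRET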
# Target sequence (Q9Y5X4 whole entry, looked up): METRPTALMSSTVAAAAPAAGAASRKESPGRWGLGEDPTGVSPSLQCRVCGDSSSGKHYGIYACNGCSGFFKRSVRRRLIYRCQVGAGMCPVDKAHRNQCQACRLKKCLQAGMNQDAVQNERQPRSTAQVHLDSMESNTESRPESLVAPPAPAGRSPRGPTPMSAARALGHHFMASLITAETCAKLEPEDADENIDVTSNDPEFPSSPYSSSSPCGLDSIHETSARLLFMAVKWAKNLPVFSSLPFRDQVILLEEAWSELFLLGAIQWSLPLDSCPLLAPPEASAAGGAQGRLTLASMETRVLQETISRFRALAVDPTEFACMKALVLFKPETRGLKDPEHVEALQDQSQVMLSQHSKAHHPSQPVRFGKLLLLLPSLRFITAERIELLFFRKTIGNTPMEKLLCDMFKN
#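 Format: 1536-well format; test system: GST-NR2E3 and biotin-RetCOR proteins; read-out basis: percent inhibition of TR-FRET ratio; timing: 5 h incubation at 4 °C; detection: time-resolved FRET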
# HIF-2a block – HIF-2a inhibition; 786-0 RCC cells HIF-2a reporter, luciferase luminescence, overnight; inhibition, % at 18.8 µM; actives 0.72% (n = 360,000);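 active = inhibition of the luminescence signal of 40% or more relative to plate controls, in a single-dose primary screen at 18.75 µM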
# CaV13 ICDI inh – Primary screen for inhibitors of IQ motif and Ca2+-dependent inactivation inhibitor domain binding in CACNA1D, Förster resonance energy transfer in living cells, …; inhibition, % at 12.3 µM; HEK cells, CFP/YFP FRET ICDI-IQ, plate reader, 10 min; percent FRET-ratio fall versus neutral wells; actives 0.098% (n = 340,000);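 active = mean replicate inhibition of at least 30% and at least 1% of replicates passing that level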;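 also: 0% = median of the neutral control wells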
# NR2E3 ag-2 – agonists of human NR2E3 nuclear receptor. CHO-S Gal4-NCOR/VP16-NR2E3 two-hybrid, luciferase. inhibition of corepressor binding, % at 3.98 µM. actives 0.35% (n = 360,000). AID 602229;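 active = inhibition above the mean of all tested compounds plus 3 SD, cut at about 70% in these data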;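 also: 0% = DMSO with NR2E3 transfected cells and 100% = cells lacking NR2E3 construct; higher means lower luciferase signal from less NR2E3 corepressor binding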
# Vif inh – inhibitors of HIV Vif; HEK293T cells, Vif self-association by quenched fluorescence, imaging, 24 h; AID 602346; inhibition, % at 7.49 µM; actives 0.35% (n = 340,000); in the data active = inhibition above about 50%, passing the limit was not always enough; also: some results filed as inactive read as strong as hits
# Peg3 prom inh – Peg3 promoter activity inhibition; AID 588405; HeLa PEG-Prom luciferase reporter, luminescence, overnight; inhibition, % at 20 µM; actives 1.7% (n = 360,000);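 active = inhibition of at least 50% at 20 µM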
# hiPSC survival – enhancers of human iPSC single-cell survival; actives 0.044% (n = 360,000); survival enhancement, % at 20 µM; hiPSC single-cell survival, ATPlite luminescence; 100% = ROCK inhibitor wells, 0% = DMSO; AID 602274; in the data active = survival enhancement above about 18%;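 also: cells exposed to compounds for 16 hours before the ATP read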
# Granule exo inh – lytic granule exocytosis inhibition; inhibition, % at 10 µM; actives 0.66% (n = 360,000); TALL-104 LAMP-1 surface exposure, flow cytometry; cells stimulated with thapsigargin and PMA; AID 651702;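 active = inhibition above about 55%, limit read from the data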
# * marks the source's active call; other numbers are inactive results; . = not tested or not shown.
SMILES,aDG glyco act,MITF TRPM1 inh,PDI turbidity,NR2E3 ag-1,HIF-2a block,CaV13 ICDI inh,NR2E3 ag-2,Vif inh,Peg3 prom inh,hiPSC survival,Granule exo inh
Brc1ccc(N=C/C=C/C=C/Nc2ccc(Br)cc2)cc1,0.0,17,3,-8,-15,-3,-19,10,2,-2.0,10
COc1ccc2c(c1)N(C)C(=O)CC(c1ccccc1)=N2,0.0,-14,-6,-2,-25,0,-4,-1,-4,-2.7,0
CCN(CC)c1ccc(/C=N/NC(=O)Cc2cccs2)cc1,0.0,0,8,-4,-91,-5,0,-2,-53,0.0,2
Cc1cccc(N(C(=O)CNC(=O)c2cccs2)C(C(=O)NC2CCCC2)c2ccncc2)c1 (stereo unspecified),0.1,2,14,-2,4,-2,-23,-8,-4,0.5,1
COc1ccc(CNC(=O)Nc2ccc3c(c2)c(=O)n(C)n3Cc2cccc(C(F)(F)F)c2)cc1,0.2,.,10,.,9,-9,5,-9,-1,-1.5,-7
OC(c1ccccc1)c1nc(/C=C/c2ccccc2)cs1 (stereo unspecified),0.1,.,-5,.,-284,-4,-91,4,-351,-0.7,1
CC12CN3CC(C)(CN(C1)C3c1ccc3c(c1)OCO3)C2=O (stereo unspecified),-0.1,-9,1,.,-9,-8,-2,3,5,-2.2,7
CCCOc1cccc(C2/C(=C(/O)c3ccc4c(c3)CC(C)O4)C(=O)C(=O)N2CCN2CCOCC2)c1 (stereo unspecified),0.1,-11,0,4,10,-15,-16,3,-7,0.3,-2
CC(NC(=O)C1CCN(S(=O)(=O)N2CCCCCC2)CC1)c1ccccc1 (stereo unspecified),0.3,-1,8,4,0,-4,-17,.,4,-0.2,3
NC1=NC(=O)/C(=C/c2ccc(-c3ccc(S(N)(=O)=O)cc3)o2)S1,-0.2,1,-2,-29,4,-16,3,6,5,0.4,2
CS(=O)(=O)N1CCN(C(=O)c2ccc3c(c2)OCCO3)CC1,0.1,-17,7,2,14,-4,-9,0,6,0.4,0
CN(C)CCCNC(=O)c1ccccc1Oc1ccccc1,0.0,-3,1,-5,-2,-5,0,-26,0,0.5,-4
CCOc1cc(/C=C(\C#N)C(=O)NCc2cccnc2)ccc1O,0.5,-4,-3,2,24,8,-4,4,19,-1.7,1
COc1ccccc1C(=O)NS(=O)(=O)c1ccc(C)cc1,0.0,8,1,.,6,-6,-17,-1,13,-0.2,2
CC1CCCC(NC(=O)COC(=O)c2ccc(Cl)nc2)C1C (stereo unspecified),0.0,-8,4,0,6,-14,17,4,-1,-0.6,-1
CCc1ccc(C(=O)/C=C/Nc2ccc(S(=O)(=O)Nc3onc(C)c3C)cc2)cc1,0.0,-14,0,-2,-58,-4,-88,1,-92,-1.1,-2
Cc1ccc(NC(=O)C2COc3ccccc3O2)cc1 (stereo unspecified),-0.1,-57,-4,3,-277,-3,21,9,-240,-0.5,-6
COCC(C)NC(C(=O)Nc1ccc(Cl)c([N+](=O)[O-])c1)c1ccccc1 (stereo unspecified),-0.1,3,-20,2,16,-3,-6,-2,7,2.0,0
Cc1ccc(CN2CC(=O)N3[C@H]4c5ccccc5OC[C@@H]4[C@H](c4ccccc4)[C@]3(C)C2=O)cc1,0.6,-8,-1,4,21,-5,14,3,29,-0.3,3
Cc1ccc(CN2CCC(c3cc(-c4cccs4)n[nH]3)CC2)cc1,0.6,-5,5,-2,6,-5,-18,2,14,-1.8,-2
Cc1ccc(C(=O)N2CCCC(N3CCN(c4cccc(C(F)(F)F)c4)CC3)C2)s1 (stereo unspecified),0.2,18,-1,0,-28,-5,-12,-4,1,-0.7,-2
CCOc1ccc2nc(N(CCCN(C)C)C(=O)c3ccc(C(=O)c4ccccc4)cc3)sc2c1,2.0,8,5,3,11,-3,-17,-3,105*,0.2,30
Cn1ncc(Cl)c1C(=O)N/N=C/c1ccccn1,-0.2,0,-2,2,17,-5,-9,-5,16,1.9,0
COc1cccc(C2(c3cccc(OC)c3)CC2C(=O)Nc2cccc3ccccc23)c1 (stereo unspecified),0.1,5,13,3,18,-5,-5,0,15,-2.3,-10
CCn1nnnc1NC(=O)c1ccc2ccccc2c1,0.1,1,6,0,3,-6,-8,3,3,0.1,0
CCn1c(COc2ccccc2C)nnc1SCC(=O)O,-0.1,-1,-2,0,2,-6,-11,7,3,1.1,1
COc1cc2c(cc1OC)C(C)N(C(=O)c1ccc(Cl)c(S(=O)(=O)N3CCCCC3)c1)CC2 (stereo unspecified),0.3,8,2,1,-28,-16,-7,-7,-6,-0.4,0
COc1ccc(C)cc1S(=O)(=O)Nc1cc2c3c(c1)CCN3C(=O)CC2,-0.2,-6,6,3,-6,-3,-8,-3,-25,-0.4,2
c1cnc2ccc(C(c3nnnn3C3CCCC3)N3CCN4CCCC4C3)cc2c1 (stereo unspecified),-0.1,-10,2,1,7,-8,-2,.,-2,1.6,-2
O=C(c1ccc(COc2ccccc2Br)cc1)N1CCCCCC1,0.3,-31,-11,3,-154,-3,-61,-3,-87,-2.1,10

# Record cards, from the list above. Order of values: aDG glyco act, MITF TRPM1 inh, PDI turbidity, NR2E3 ag-1, HIF-2a block, CaV13 ICDI inh, NR2E3 ag-2, Vif inh, Peg3 prom inh, hiPSC survival, Granule exo inh
# c1cnc2ccc(C(c3nnnn3C3CCCC3)N3CCN4CCCC4C3)cc2c1 (stereo unspecified) across the screens: -0.1, -10, 2, 1, 7, -8, -2, ., -2, 1.6, -2
# COCC(C)NC(C(=O)Nc1ccc(Cl)c([N+](=O)[O-])c1)c1ccccc1 (stereo unspecified) across the screens: -0.1, 3, -20, 2, 16, -3, -6, -2, 7, 2.0, 0
# Cc1ccc(CN2CC(=O)N3[C@H]4c5ccccc5OC[C@@H]4[C@H](c4ccccc4)[C@]3(C)C2=O)cc1 across the screens: 0.6, -8, -1, 4, 21, -5, 14, 3, 29, -0.3, 3
# COc1cc2c(cc1OC)C(C)N(C(=O)c1ccc(Cl)c(S(=O)(=O)N3CCCCC3)c1)CC2 (stereo unspecified) across the screens: 0.3, 8, 2, 1, -28, -16, -7, -7, -6, -0.4, 0
# Cc1ccc(CN2CCC(c3cc(-c4cccs4)n[nH]3)CC2)cc1 across the screens: 0.6, -5, 5, -2, 6, -5, -18, 2, 14, -1.8, -2

# The listing continues:
SMILES,aDG glyco act,MITF TRPM1 inh,PDI turbidity,NR2E3 ag-1,HIF-2a block,CaV13 ICDI inh,NR2E3 ag-2,Vif inh,Peg3 prom inh,hiPSC survival,Granule exo inh
Cc1ccc(Oc2cnc3ccccc3n2)cc1,-0.1,-118,-7,1,-160,-5,-37,1,-222,4.4,2
CC(=O)Nc1ccc(OCC(O)CN2CCN(c3cccc(Cl)c3)CC2)cc1 (stereo unspecified),0.6,3,-5,1,14,-4,-30,-19,5,-1.1,26
O=C(CCN1C(=O)/C(=C\c2ccccc2)SC1=S)NCCCN1CCOCC1,0.1,-5,4,2,-8,-3,-8,8,10,1.8,2
CCOc1ccc(CCNC(=O)C2CC=CCC2C(=O)OC(C)C)cc1OCC (stereo unspecified),0.1,8,1,-1,13,-20,-1,-1,4,-0.8,-10
N/C(Cc1ccc(Cl)c(Cl)c1)=N\OC(=O)c1cccs1,-0.1,-7,-6,-3,-8,-5,10,-3,38,-1.0,6
Cc1scc(C(=O)N/N=C/c2ccc(Cl)s2)c1C,0.2,-45,-3,2,-218,-5,-140,-7,-325,-1.7,1
c1ccc2c(c1)c1c(c3ccccc32)CN2CCCC2C1 (stereo unspecified),0.3,7,2,.,21,-6,9,-3,37,-2.4,-2
c1ccc(Cc2nnc3sc(-c4cccnc4)nn23)cc1,0.1,-2,-2,2,8,-7,3,-6,-11,5.1,0
Cc1cc(Nc2ccccc2)n(C(=O)c2ccccc2)n1,-0.4,-21,-2,-2,-183,-5,-35,6,-105,-1.1,-3
c1ccc(CNc2c(C3CCNCC3)nc3scc(-c4ccccc4)n23)cc1,-0.4,.,.,.,-37,-8,-17,-1,-36,-1.9,0
O=S(=O)(Cc1cc(-c2ccccc2Cl)no1)c1ccccc1,-0.5,-91,-2,0,-262,-2,-87,9,-173,-1.0,-4
Cc1ccc(NC(=O)CNc2ccc(OC(C)C)cc2)c(C)c1,-0.1,-5,-4,2,-74,-4,-28,-3,-18,-2.0,0
CCCN(CCC)CC(=O)N1CC(=O)Nc2ccccc21,0.0,2,-1,-2,29,-18,8,6,8,-0.2,3
CCOc1ccc(CC(=O)Nc2c(C(N)=O)oc3ccc(Br)cc23)cc1OCC,-0.4,.,.,-4,0,-4,-8,-5,12,3.0,-4
O=C(Oc1ccc(Br)cc1)C1CC(=O)N(c2ccc(F)cc2)C1 (stereo unspecified),0.0,6,4,0,14,-9,-23,19,12,-3.7,0
COc1ccc2[nH]c(C)c(CN3CCCCC3)c(=O)c2c1,0.0,-10,-1,1,6,-10,-22,0,9,-0.4,-5
Cn1c(SCC(=O)NCc2ccc3c(c2)OCO3)nnc1-c1cc2ccccc2cc1O,-0.1,7,-2,0,28,-4,13,-13,6,-0.7,4
Cc1ccc(C(=O)NCC(=O)OCC(=O)NCC(F)(F)F)cc1,0.0,4,-4,1,14,-5,-14,-7,-1,-1.3,-2
CC(=O)N1CCN(c2ccc(NC(=O)c3ccc(C)c([N+](=O)[O-])c3)cc2)CC1,0.3,-5,16,1,-9,-18,14,12,-54,0.3,-4
CC1(c2nnnn2-c2ccc3c(c2)OCCO3)CCC(=O)N1CCCn1ccnc1 (stereo unspecified),0.1,.,.,.,8,-7,-12,.,.,0.2,-6
Cc1ccc(CNCC2CCCO2)s1 (stereo unspecified),-0.4,-3,8,2,8,-5,-7,-6,-7,-0.9,1
COc1ccccc1NC(=O)N1CCCC(c2nc3c(nnn3Cc3ccc(C)cc3)c(=O)[nH]2)C1 (stereo unspecified),-0.1,2,-13,2,24,-6,-20,-4,23,1.8,0
C=CCN(CC=C)CCOc1cccc2ccccc12,0.2,-7,3,-1,12,-5,-10,-10,-5,1.8,0
CC(C)N(CCCNC(=O)c1ccc(N2CCCC2=O)cc1)Cc1ccccc1,-0.1,-1,-2,-4,23,-5,-20,3,-1,-0.5,2
CCn1c(C)nc2cc(C(=O)NNS(=O)(=O)c3ccc(C)cc3C)ccc21,0.0,-9,8,1,2,-3,15,-4,1,-0.1,6
O=C(c1ccco1)N1CCN(C2CC(=O)N(c3ccc(C(F)(F)F)cc3)C2=O)CC1 (stereo unspecified),-0.1,5,16,1,10,.,-8,0,1,0.2,3
COc1ccc(CNc2ccncc2)c(OC)c1OC,-0.1,-15,17,.,15,-2,-3,7,0,-0.5,-8
CCc1c(C)sc(NC(=O)CSc2nc3c(c(C(F)(F)F)n2)CCc2ccccc2-3)c1C#N,0.1,9,4,4,7,-10,6,1,16,-2.3,-2
CCOc1ccccc1C(=O)Nc1cc(OC)ccc1OC,0.2,-4,-2,0,-94,-8,4,-3,-20,-1.8,14
CCOC(=O)Cc1nnc(NC(=O)C(CC)Sc2nc(C)cc(C)n2)s1 (stereo unspecified),0.3,11,-3,4,11,-7,7,.,16,0.9,-2
Cc1ccc(NC(=O)C(OC(=O)c2ccccc2Cl)c2ccccc2)cc1Cl (stereo unspecified),0.2,-3,0,-1,-31,-2,-25,-3,-31,-1.5,0

# Not a hit list; about 3.5% have a hit in one of these screens.
